From PubChem
NR2E3 ag-1 – activates human NR2E3 receptor | CHO-S Gal4-NCOR/VP16-NR2E3 two-hybrid, luciferase | AID 602229 | Q9Y5X4 | inhibition of corepressor binding, % at 3.98 µM | hit rate 0.35% among 360,000;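 active = inhibition above the mean of all tested compounds plus 3 SD, cut at about 70% in these data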;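 also: 0% = DMSO with NR2E3 transfected cells and 100% = cells lacking NR2E3 construct; higher means lower luciferase signal from less NR2E3 corepressor binding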
Target sequence (Q9Y5X4 whole entry, looked up, the tested form may be a part): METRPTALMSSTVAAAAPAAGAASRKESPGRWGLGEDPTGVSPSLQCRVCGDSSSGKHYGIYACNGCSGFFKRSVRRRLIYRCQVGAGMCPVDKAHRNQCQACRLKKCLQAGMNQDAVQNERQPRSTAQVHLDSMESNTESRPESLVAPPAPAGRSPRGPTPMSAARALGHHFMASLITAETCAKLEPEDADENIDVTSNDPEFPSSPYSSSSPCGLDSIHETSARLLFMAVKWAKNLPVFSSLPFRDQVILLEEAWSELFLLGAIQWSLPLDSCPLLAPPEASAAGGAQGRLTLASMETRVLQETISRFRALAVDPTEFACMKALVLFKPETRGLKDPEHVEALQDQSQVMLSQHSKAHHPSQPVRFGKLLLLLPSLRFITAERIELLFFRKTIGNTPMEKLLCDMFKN
HIF-2a block – HIF-2a inhibition; 786-0 RCC cells HIF-2a reporter, luciferase luminescence, overnight; inhibition, % at 18.8 µM; hit rate 0.72% among 360,000; AID 624352;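 active = inhibition of the luminescence signal of 40% or more relative to plate controls, in a single-dose primary screen at 18.75 µM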
C8 TRAIL sens – caspase-8 TRAIL sensitization. hit rate 1% among 360,000. NB7+C8 cells + TRAIL, ATPlite viability luminescence. inhibition (viability loss, TRAIL sensitization), % at 10 µM;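 active = compounds causing at least 50% loss of cell viability in the single-dose screen, relative to plate controls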
Shn3 3UTR inh – reduces Shn3 3'UTR luciferase signal in osteoblasts; Clone20 osteoblast Shn3 3'UTR firefly luciferase, 24 h; inhibition, % at 12.5 µM; hit rate 0.52% among 360,000; AID 588674;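 active = mean inhibition of at least 75% with every replicate also reaching 75%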;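 also: 0% = median of neutral control wells and 100% = pilot-screen positive control compound; some compounds past the cut are filed as inactive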
NR2E3 ag-2 – activates human photoreceptor nuclear receptor NR2E3. inhibition of corepressor binding, % at 4.78 µM. hit rate 0.12% among 320,000. GST-NR2E3/biotin-RetCOR TR-FRET, 1536-well. AID 2300;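 active = percent inhibition above the cutoff of mean plus 3 SD of all tested compounds, set per screening campaign, cut at about 20% in these data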;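 also: 0% = DMSO wells and 100% = biotin wells as full block of FRET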
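Test system – NR2E3–RetCOR corepressor complex · Quantity – NR2E3 fusion 1.35 nM · Buffer or medium – Tris pH 7.5 · Incubation – Compound–protein incubation for 5 h at 4 °C · Technique – TR-FRET, Eu(K)-anti-GST donor, streptavidin-D2 acceptor, ex 340, em 617/671 nm · Evaluation – percent inhibition of 671/617 nm emission ratio versus biotin and DMSO controls · Plate – 1536-well format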
CF NFkB block – blocks PAF-induced NF-kB reporter in cystic fibrosis cells. KKLEB NF-kB-GFP reporter, GFP fluorescence overnight. inhibition, % at 5 µM. hit rate 0.86% among 360,000. AID 588850;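 active = at least 50% inhibition at 5 µM, scaled per plate between neutral and stimulator controls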;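 also: PAF is a Pseudomonas aeruginosa culture filtrate used as stimulus; plate controls were PAF-stimulated DMSO wells for no effect and unstimulated DMSO wells for full effect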
LMP1 NFkB inh – inhibitors of Epstein-Barr LMP1-induced NF-kappaB reporter | LMP1-induced NF-kappaB luciferase reporter cells, luminescence | hit rate 0.69% among 350,000 | inhibition, % at 12.5 µM; in the data active = inhibition above about 41%;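 also: 0% = neutral control wells and 100% = reference inhibitor control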
iPSC survival up – hiPSC single-cell survival enhancement. ATPlite luminescence; 100% = ROCK inhibitor wells, 0% = DMSO. survival enhancement, % at 20 µM. hit rate 0.044% among 360,000. AID 602274; in the data active = survival enhancement above about 18%;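 also: cells exposed to compounds for 16 hours before the ATP read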
Peg3 promoter – Peg3 promoter activity inhibition; HeLa PEG-Prom luciferase reporter, luminescence, overnight; hit rate 1.7% among 360,000; inhibition, % at 20 µM;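 active = inhibition of at least 50% at 20 µM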
TRPM1 prom inh – MITF TRPM1 promoter inhibition in SK-MEL-5 cells | SK-MEL-5 TRPM1 promoter luciferase, 24 h | inhibition, % at 12.5 µM | hit rate 0.83% among 330,000 | AID 488899;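 active = mean inhibition across replicates of 60% or more, whatever share of single replicates reaches that level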; also: values of inactives mirror those of a sister screen read the other way
KKLEB tox – counter-screen for CF NF-kB inhibitors: cytotoxicity; KKLEB CF airway cells viability, ATPlite luminescence, overnight; active compounds read low; cells stimulated with P. aeruginosa culture filtrate; activity change (cytotoxicity), % at 5 µM; hit rate 0.36% among 360,000;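 active = corrected activity change at or below -50% at 5 µM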
* marks the source's active call; other numbers are inactive results; x = no result given. The list is partial. The share of hits here may be higher or lower than overall.

SMILES | NR2E3 ag-1 | HIF-2a block | C8 TRAIL sens | Shn3 3UTR inh | NR2E3 ag-2 | CF NFkB block | LMP1 NFkB inh | iPSC survival up | Peg3 promoter | TRPM1 prom inh | KKLEB tox
Cc1ccc(N2CC(C(=O)OCc3ccccc3F)CC2=O)cc1 (centres undefined) | -27 | 6 | -7 | 5 | -4 | 6 | 0 | 6.0 | -5 | 6 | -1
COc1cc(C(=O)NC(=S)Nc2ccc(Cl)cn2)cc(OC)c1OC | -25 | -41 | 0 | -14 | 1 | -20 | -16 | 1.8 | -30 | 14 | 1
CCN(CC)C(=O)c1cn(CC)c(=O)c2cc(OC)c(OC)cc12 | -20 | 5 | -15 | -6 | 3 | -3 | 2 | 0.5 | -10 | -6 | 4
C/C(=N\N1CCN(c2ccc(Cl)cc2)CC1)c1ccco1 | -9 | 16 | -4 | 9 | 3 | -14 | 8 | -0.3 | -7 | 5 | 0
O=C(COC(=O)C1CC2C=CC1C2)Nc1ccccc1 (centres undefined) | 3 | -40 | -2 | 7 | -2 | 6 | 3 | -0.8 | 0 | 13 | 6
O=C(NOCc1ccccc1)c1cccc([N+](=O)[O-])c1 | -78 | -81 | 9 | -15 | x | 16 | 3 | -1.3 | -66 | -25 | -3
C=C1CC[C@@]23CC[C@]4(C)[C@@](OC2=O)([C@@H]3C1)[C@H]1O[C@H]1C1[C@@]2(C)CC[C@H](O)C(C)(C)C2CC[C@]14C (some centres undefined) | -12 | -8 | 1 | -2 | 1 | -15 | -2 | -1.0 | -6 | x | -10
COc1ccc(CCNC(=O)Nc2nc(C(N)COCc3ccccc3)cs2)cc1OC (centres undefined) | 4 | 15 | -9 | 2 | x | -7 | x | 2.8 | 12 | x | 2
O=C(NCCc1ccccc1)c1nc(-c2cccs2)no1 | -62 | -235 | -11 | -59 | 1 | -4 | -6 | -0.3 | -227 | -50 | -3
COc1ccc(-c2cc(C(F)(F)F)nc(N3CCCCCC3)n2)cc1 | 6 | 0 | 1 | 11 | 4 | 4 | 12 | -2.0 | 12 | -1 | -9
S=C1NCN(Cc2ccco2)CN1 | -10 | 19 | -1 | 4 | -2 | 5 | 0 | 1.2 | 17 | -40 | -7
O=C(CS(=O)(=O)c1ccccc1)Nc1nc(-c2ccc(F)cc2)cs1 | -32 | -37 | 12 | -4 | 3 | 8 | 6 | 1.2 | -31 | -11 | 0
CC(C)(C)c1ccc(CN(Cc2ccccc2)C(c2ccccn2)c2nnnn2C(C)(C)C)cc1 (centres undefined) | -19 | 17 | -9 | 84 | -2 | 18 | 6 | -2.7 | 28 | 12 | 5
Cc1ccc(C2(C)NC(=O)N(CCOc3ccccc3)C2=O)cc1 (centres undefined) | 10 | 3 | -31 | 7 | 1 | -7 | 2 | 2.2 | 13 | -7 | 9
CCSc1c(C(=O)NC)ccc2c1C(=O)c1ccccc1C2=O | -55 | 2 | -1 | 3 | 3 | -14 | 4 | 1.1 | 9 | 20 | 11

Some entries already given, showing only CF NFkB block, NR2E3 ag-1 and NR2E3 ag-2.
mol	CF NFkB block	NR2E3 ag-1	NR2E3 ag-2
O=C(NCCc1ccccc1)c1nc(-c2cccs2)no1	-4	-62	1
COc1ccc(-c2cc(C(F)(F)F)nc(N3CCCCCC3)n2)cc1	4	6	4
O=C(COC(=O)C1CC2C=CC1C2)Nc1ccccc1 (centres undefined)	6	3	-2

An excerpt from above in order of their number in LMP1 NFkB inh, highest first.
structure | NR2E3 ag-1 | HIF-2a block | Shn3 3UTR inh | NR2E3 ag-2 | CF NFkB block | LMP1 NFkB inh | Peg3 promoter | TRPM1 prom inh
O=C(CS(=O)(=O)c1ccccc1)Nc1nc(-c2ccc(F)cc2)cs1 | -32 | -37 | -4 | 3 | 8 | 6 | -31 | -11
CCSc1c(C(=O)NC)ccc2c1C(=O)c1ccccc1C2=O | -55 | 2 | 3 | 3 | -14 | 4 | 9 | 20
O=C(NCCc1ccccc1)c1nc(-c2cccs2)no1 | -62 | -235 | -59 | 1 | -4 | -6 | -227 | -50

Further structures follow.
SMILES | NR2E3 ag-1 | HIF-2a block | C8 TRAIL sens | Shn3 3UTR inh | NR2E3 ag-2 | CF NFkB block | LMP1 NFkB inh | iPSC survival up | Peg3 promoter | TRPM1 prom inh | KKLEB tox
Cc1cc(OCCCn2cnc3ccccc3c2=O)ccc1[N+](=O)[O-] | -15 | 4 | -9 | -36 | -1 | -1 | -1 | 2.0 | -4 | -6 | -6
CC(C)(C)c1ccc(-c2nnc(SCC(=O)O)n2N)cc1 | -20 | 14 | 22 | 59 | -2 | 1 | -2 | 1.0 | -1 | 0 | -10
CCCNC(=O)C1(C)CCCN(Cc2ccc(Cl)cc2)C1 (centres undefined) | -12 | -6 | -15 | -14 | x | 16 | x | -0.6 | 6 | x | -18
CC(Sc1nc(N)cc(N)n1)C(=O)NCC1CCCO1 (centres undefined) | -8 | 9 | -7 | -18 | 5 | 4 | 7 | 0.8 | 1 | -8 | 2
CC(C)Oc1ccc(C(CC(=O)O)NC(=O)CSc2ncn[nH]2)cc1 (centres undefined) | 11 | -8 | -34 | 18 | 1 | -4 | 3 | -1.2 | -5 | 1 | -2
COCCCNC(=O)CN(c1cc(Cl)ccc1OC)S(C)(=O)=O | -15 | 3 | 0 | -11 | 0 | 5 | -5 | 5.0 | 12 | -12 | 4
CNC(=O)CC1C(=O)N(C)C(=S)N1NC(=O)c1ccccc1 (centres undefined) | -6 | 27 | -4 | 5 | -2 | 0 | -10 | -0.1 | -1 | 7 | 9
O=S(=O)(c1ccc(Cl)cc1)n1cccn1 | -12 | 4 | 3 | -6 | -2 | 9 | 10 | 1.0 | 15 | 6 | 3
CCOC(=O)c1c(C)n(C)c2ccc(O)c(CN3CCCCC3)c12 | -34 | 10 | -4 | 20 | 3 | 0 | -7 | -1.3 | 19 | 12 | 5
O=C(CCc1ccccc1)Nc1ccc(NS(=O)(=O)c2ccccc2)cc1 | -12 | 8 | 10 | 7 | 1 | 7 | 0 | -0.6 | 21 | 5 | -3
O=C(CCc1ccccc1)NNC(=O)c1ccco1 | -7 | 21 | 11 | 12 | 0 | 6 | 1 | -2.7 | 2 | 7 | -2
CCCCCOC(=O)NCCOC(=O)Nc1ccc(C(=O)OCC)cc1 | 18 | 9 | 7 | 32 | -4 | 10 | -4 | 3.0 | 4 | -10 | -2
CC1=C(C(=O)OC(C)C)C(C)NC(=O)N1 (centres undefined) | 3 | 9 | -8 | -3 | -2 | 1 | -2 | -0.9 | 11 | -2 | -8
CCOCc1nnc(NC(=O)c2ccco2)s1 | -21 | 9 | 3 | 0 | -1 | -8 | 2 | -2.3 | -17 | 13 | 0
CN(C)c1ccc(-c2nnn(CC(=O)NCc3ccc4c(c3)OCO4)n2)cc1 | -47 | -39 | 1 | -31 | 6 | -3 | -8 | -0.3 | -122 | -30 | 0
CCOc1ccc(S(=O)(=O)Nc2ccn(C)n2)cc1 | -18 | 15 | -8 | -12 | 3 | 0 | -2 | -0.1 | 2 | 4 | 10
Cc1nn(Cc2noc(C(=O)NCC3CCCO3)n2)c(C)c1Br (centres undefined) | -2 | 13 | -2 | 3 | 0 | 0 | 0 | 1.3 | 2 | -2 | -6
CCN1CCN(c2cc(C)c3cc(NC(=O)c4ccc5c(c4)OCO5)ccc3n2)CC1 | -32 | 21 | 14 | -18 | 2 | 24 | -4 | -0.7 | 38 | -13 | -4
CCNC(=O)C1(C)CCCN(C(=O)c2cc(C)n(C(C)(C)C)n2)C1 (centres undefined) | -31 | 0 | -4 | 14 | x | 18 | x | 4.3 | 7 | x | 5
CC(C)(C)C(=O)N(Cc1nc2ccccc2c(=O)[nH]1)Cc1cccs1 | -15 | 17 | -8 | 8 | 4 | 9 | -2 | -0.8 | 13 | 8 | -14
COc1ccccc1NC(=O)CC(=O)CSc1nnc(-c2ccc(C)cc2)n1-c1ccccc1 | 0 | 7 | 6 | 6 | -1 | 10 | -16 | 1.8 | 5 | -3 | 4
Cc1ccc(-c2noc(CCC(=O)N3CCCC3)n2)cc1 | -27 | -83 | 15 | -17 | 0 | -1 | 10 | 0.1 | -103 | -27 | 3
C=CCn1c(SCC(=O)NC(=O)NCc2ccco2)nc2sc(C)c(C)c2c1=O | -7 | 10 | 37 | 21 | 22* | 1 | -17 | -1.5 | 31 | 7 | -5
O=C(NC1CCCC1)c1ccc(CS(=O)(=O)Cc2ccccc2F)o1 | 0 | 16 | 1 | 3 | -4 | 10 | -1 | -0.1 | -4 | -4 | -1
COc1ccc(NC(=O)C(c2cc3c(cc2[N+](=O)[O-])OCO3)N(C)C)cc1 (centres undefined) | -30 | -23 | -3 | -20 | 0 | -16 | -5 | 0.3 | -47 | -10 | 7
COc1ccccc1-n1cnc2cc(C(=O)NC3CCCC3)ccc21 | 0 | -32 | -15 | -3 | 1 | 8 | 3 | -2.0 | -11 | 3 | 6
CC(C)C[C@H](NC(=O)[C@@H]1Cc2c([nH]c3ccccc23)C2c3ccccc3C(=O)N21)C(=O)NCC1CCCO1 (some centres undefined) | 11 | 11 | -17 | 8 | 5 | -5 | -5 | 2.8 | 11 | 11 | 1
O=C(N/N=C/c1ccc(O)cc1)c1cc(-c2ccccc2)nc2ccccc12 | -42 | -77 | 18 | 3 | -1 | -26 | 5 | 0.0 | -53 | -5 | -7
O=C(NNC(=O)C1CCC1)c1cccc(Cl)c1 | 30 | 4 | -3 | -13 | 2 | -2 | 2 | -2.8 | -1 | -1 | 2
O=C(Nc1ccc2c(c1)OCO2)Nc1ccccn1 | -58 | -206 | 29 | -65 | 1 | 0 | -6 | -2.9 | -313 | -53 | -2
COc1ccc(S(=O)(=O)N(CC(=O)NCc2ccccn2)c2ccc(Cl)cc2)cc1 | -11 | 11 | 1 | 0 | 5 | -1 | -3 | 0.3 | 12 | 6 | -11
CC1CCCN(C(=O)C2c3ccccc3C(=O)N3CCc4ccccc4C23)C1 (centres undefined) | 4 | 9 | 0 | -8 | -2 | -1 | 0 | 6.3 | 10 | 10 | 2
Cc1ccc(-c2noc(CN3CCOCC3)n2)cc1 | -94 | -189 | 7 | -29 | 3 | -14 | -18 | -0.5 | -221 | -77 | -2

Part of the list above, in CSV form:
smiles,NR2E3 ag-1,HIF-2a block,C8 TRAIL sens,Shn3 3UTR inh,NR2E3 ag-2,CF NFkB block,LMP1 NFkB inh,iPSC survival up,Peg3 promoter,TRPM1 prom inh,KKLEB tox
Cc1ccc(-c2noc(CCC(=O)N3CCCC3)n2)cc1,-27,-83,15,-17,0,-1,10,0.1,-103,-27,3
C=CCn1c(SCC(=O)NC(=O)NCc2ccco2)nc2sc(C)c(C)c2c1=O,-7,10,37,21,22*,1,-17,-1.5,31,7,-5
